DT40 TDP1 CPT: growth inhibition of DT40 Tdp1-/-;hTDP1 cells with camptothecin (screen for TDP1 inhibitors). chicken DT40 Tdp1-/-;hTDP1 cells + 20 nM CPT, ATP luminescence, 48 h. 420,000 tested, 12% active. AID 686979. Potency, µM (doses to about 46.2 µM), without a hit: top-dose activity change, negative = growth inhibition, hits mostly inhibitors; also: nearly all actives have a fitted effect of over 55% in size
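Chicken DT40 Tdp1-/- cells stably complemented with human TDP1 were seeded at 400 cells/well in medium containing 20 nM camptothecin, exposed to pin-transferred compounds, and grown at 37 °C for at least 48 hr. Viability was read as ATP luminescence.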
TDP1 inh: inhibitors of human tyrosyl-DNA phosphodiesterase TDP1 | 350,000 tested, 0.28% active | recombinant TDP1, AlphaScreen DNA substrate cleavage | Q9NUW8 | AID 485290 | Potency, µM (highest dose often 130 µM), for the others: top-dose activity change, negative = inhibition, usual class: inhibitors; also: nearly all actives have a fitted effect of over 40% in size
Target sequence (Q9NUW8 whole entry, looked up): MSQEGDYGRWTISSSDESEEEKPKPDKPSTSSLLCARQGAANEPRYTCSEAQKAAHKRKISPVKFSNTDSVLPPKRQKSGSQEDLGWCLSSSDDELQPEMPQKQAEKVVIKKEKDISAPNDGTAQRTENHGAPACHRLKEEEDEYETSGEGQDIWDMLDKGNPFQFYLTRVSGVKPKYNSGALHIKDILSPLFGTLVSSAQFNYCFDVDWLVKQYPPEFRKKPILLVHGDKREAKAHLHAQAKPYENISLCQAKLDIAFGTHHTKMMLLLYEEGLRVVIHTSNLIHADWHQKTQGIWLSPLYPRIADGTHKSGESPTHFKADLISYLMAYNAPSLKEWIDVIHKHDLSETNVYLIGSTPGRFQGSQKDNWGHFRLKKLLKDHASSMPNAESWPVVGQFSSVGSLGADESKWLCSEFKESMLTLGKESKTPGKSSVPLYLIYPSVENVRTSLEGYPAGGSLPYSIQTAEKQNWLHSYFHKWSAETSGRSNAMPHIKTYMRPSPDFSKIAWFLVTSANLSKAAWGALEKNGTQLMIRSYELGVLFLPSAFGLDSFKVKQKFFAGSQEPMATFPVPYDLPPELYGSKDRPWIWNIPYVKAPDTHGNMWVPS
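Steps: enzyme plus compound, 15 min RT; add biotin/phosphotyrosine-FITC oligonucleotide (15 nM final), react 5 min; add donor/acceptor beads (10 ug/ml final), 10 min; read AlphaScreen. Tdp1 at 1 nM final.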
DT40 TDP1 no CPT: qHTS for Inhibitors of human tyrosyl-DNA phosphodiesterase 1 (TDP1): qHTS in cells in absence of CPT. Potency, µM (top dose mostly 46.2 µM), without a hit: at the top dose activity change, negative = growth inhibition, actives largely listed as inhibitors. DT40 Tdp1-/- hTDP1 cells, no CPT, ATP luminescence, 48 h. AID 686978, 2013. 420,000 tested, 15% active; also: nearly all actives have a fitted effect of over 55% in size
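No-CPT arm: Tdp1-/-;hTDP1 DT40 cells (400/well) plus compounds, incubated ≥48 hr at 37 °C. Readout CellTiter-Glo luminescence.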
Numbers without * were called inactive; ? = inconclusive; · = not tested or not shown; & = joins results of further samples; [ ] = remark or other dose. Calls follow the shape of the dose curve; as a rule, active = well fitted curve in the direction sought with a large enough effect; inconclusive = small, poorly fitted or top-dose-only effect, or another doubt; inactive = no such curve, though single readings can be large; an effect the other way counts as inactive or inconclusive. % is scaled to controls: 0 for no effect and ±100 for the full control effect; potency is read from the fitted curve at half-maximal effect. Not all compounds are listed; count on the stated rates, not on these rows.

structure | DT40 TDP1 CPT | TDP1 inh | DT40 TDP1 no CPT
Cc1ccc(-c2nc(CN3C(=O)CN=C(c4ccccc4)c4ccccc43)c(C)o2)cc1 | ? | 9% | 18µM*
O=c1[nH]c(=S)n(C2CC2)c(O)c1C=NCc1ccc(F)cc1 | 1% | 0% | -2%
COc1cc(O)cc2c1C(=O)OC(C)CCCC(=O)CCC/C=C\2 (configuration not stated) | 0% | 9% | ?
ClCCN(CCCl)c1ccc(C=Nc2ccncc2)cc1 | ? | · | 11µM*
CCCc1nn(C)c2c1C(c1ccncc1)C(C#N)=C(N)O2 (configuration not stated) | ? | · | 29µM*
CC(C)[C@@]1(NC(=O)[C@@H]2C[C@H]3c4cccc5[nH]cc(c45)C[C@@H]3N(C)C2)O[C@@]2(O)[C@H]3CCCN3C(=O)[C@H](Cc3ccccc3)N2C1=O | ? | 14%&12% | ?
CN(C(=O)c1ccco1)C1(c2ccccc2Cl)CCCCC1=O (configuration not stated) | -12% | -6% | -13%
C1CCCN(C2CCNCC2)CC1 | ? | · | -8%
c1ccc(-c2ccc(-c3[nH]ncc3CN3CCC(N4CCSCC4)CC3)cc2)cc1 | ? | 4% | ?
COC(=O)C1=C(c2ccccc2)C[C@@H]2CC[C@H]1N2C(=O)N1CCC(O)CC1 | -5% | · | 6%
Cc1ccccc1-n1c(O)c(/C=C2/C(c3ccccc3)=Nc3ccccc32)c(=O)[nH]c1=O | 4.6µM* | 8% | 4.6µM*
COCCCNP1(=O)OCC(C)([N+](=O)[O-])CO1 (configuration not stated) | -15% | · | -13%
CN1CCCN(C(=O)COc2ccc(F)cc2Cl)CC1 | -12% | 0% | 7%
O=C1NCN(c2ccccc2)C12CCN(C(c1ccnc3ccccc13)c1nnnn1C1CCCCC1)CC2 (configuration not stated) | ? | · | ?
CN(C)C1(c2nnnn2-c2ccc(Cl)cc2)CCCCC1 | -22% | 0% | ?
FC(F)(F)c1ccccc1CCN1CCNCC1 | -8% | · | 22%
COc1ccc(Cn2c(O)c(/C=N/NC(=O)c3ccccc3)c(=O)[nH]c2=O)cc1 | -25% | -3% | ?
CNc1ccc2oc(C[C@@H]3OC4(CC[C@@H]3C)O[C@H]([C@@H](C)C(=O)c3ccc[nH]3)[C@H](C)C[C@H]4C)nc2c1C(=O)O (some centres not stated) | 2.3µM* | 24%&21% | 4.6µM*
CCCCc1ccc(NC2=NCCCS2)cc1 | -73% | · | ?
O=P(Oc1ccccc1)(N1CCOCC1)N1CCOCC1 | 3% | · | 7%
CN(C)CCSC1c2ccccc2CSc2ccccc21 (configuration not stated) | ? | · | ?
O=C(O)CNCP(=O)(O)O | -4% | 12%[56.1 µM] | 3%
Cc1c(C)c2c(c(C)c1OC(=O)CCC(=O)OCCO)CC[C@@](C)(CCC[C@H](C)CCC[C@H](C)CCCC(C)C)O2 | 11µM* | · | ?
C[n+]1c(-c2ccccc2)cc(CCCCc2cc(-c3ccccc3)[n+](C)c(-c3ccccc3)c2)cc1-c1ccccc1 | 2.6µM* | 3% | 5.2µM*
CCS(=O)CCSP(=O)(OC)OC (configuration not stated) | 12% | 10% | -5%

Brought forward from above: two compounds, then new ones.
structure | DT40 TDP1 CPT | TDP1 inh | DT40 TDP1 no CPT
C[n+]1c(-c2ccccc2)cc(CCCCc2cc(-c3ccccc3)[n+](C)c(-c3ccccc3)c2)cc1-c1ccccc1 | 2.6µM* | 3% | 5.2µM*
CCS(=O)CCSP(=O)(OC)OC (configuration not stated) | 12% | 10% | -5%
Cc1ccc(/C=C2\C(=O)NC(=S)N(c3ccc(F)cc3)C2=O)o1 | 7.3µM* | · | 15µM*
CCn1cc2nc(SCc3ccccc3Cl)n(CCc3ccccc3)c(=O)c2n1 | ? | 3% | 21µM*
Cn1c(O)c(C=Nc2ccc(Cl)cc2)c(=O)n(C)c1=O | -1% | 3% | 6%
O=C(c1cc(-c2cccnc2)nc2ccccc12)N1CCC2(CC1)OCCO2 | -8% | 2% | -25%
CCC1(CC(C)C)C(=O)NC(=S)NC1=O | -12% | · | -5%
CN(C)c1ccc(/C=C2\C(=O)NC(=O)N(Cc3ccc(F)cc3)C2=O)cc1 | -1% | -3% | -2%
CC(C)c1ccc(C(c2c(O)c3ccccc3oc2=O)c2c(O)c3ccccc3oc2=O)cc1 | -25% | · | ?
COc1cc2c(cc1OC)C1C(=O)c3c(cc4c(c3O)C=CC(C)(C)O4)OC1CO2 (configuration not stated) | 1.3µM* | 21%[56.1 µM] | 0.73µM*
CCC/C(=N\O)c1c[nH]c2ccccc12 | -27% | 6% | -19%
O=Cc1c(C(=O)O)n(Cc2ccccc2Cl)c2ccccc12 | 0% | -1% | 17%
O=c1[nH]c(O)c(N=Nc2ccc3c(c2)OCCO3)c(=O)[nH]1 | -23% | 8% | ?
Cc1sc2c(c1C)C(c1cccs1)=NCC(=O)N2CC(=O)NCc1cccs1 | ? | -2% | ?
CCOc1ccc2c3c1O[C@H]1[C@@H](O)C=C[C@H]4[C@@H](C2)N(C)CC[C@@]341 | -22% | · | ?
COc1cc2c(C(=O)N3CCN(C)CC3)c(C)n(C)c2cc1Br | -1% | 4% | -20%
COc1ccc(C2C(C#N)=C(N)Oc3c2c(=O)oc2ccccc32)cc1Cn1cc([N+](=O)[O-])cn1 (configuration not stated) | -13% | 5% | -1%
C=CCn1c(O)c(C(CC)=NCCc2c[nH]c3ccccc23)c(=O)[nH]c1=O | ? | 3% | 16µM*
CN(C(=O)Cc1ccc(Cl)c(Cl)c1)[C@H](CN1CCCC1)c1ccccc1 | 15µM* | 4% | 12µM*
CC1=C2C(=O)C3C(CC=C4CC(OC5OC(O)C(O)C(O)C5CO)CCC43C)C2CCC12OC1CC(C)CNC1C2C (configuration not stated) | 2% | · | ?
Cc1ccc(CCNC(=O)Cn2nc(C)c3c(C)n(-c4ccc(C)cc4)nc3c2=O)cc1 | 23µM* | 3% | ?
Cc1ccc(N2C(=O)/C(=C/N3CCN(C(=O)c4ccco4)CC3)C(=O)NC2=S)cc1C | -3% | 2% | 1%
CC(=O)N1CC(=O)Nc2ccc(C)cc2C1c1ccccc1 (configuration not stated) | 9% | · | 15%
Cc1cccc(NP2(=O)NCCCN2)c1 | -6% | · | 0%
CC(=CCOc1ccc2ccc(=O)oc2c1)C1=CC(=O)C(C)(C)O1 | 5.8µM* | · | 3.3µM*
Cc1cc(C(=O)CS(=O)(=O)c2ccccc2)cc(C)c1OC(=O)N(C)C | ? | 3% | 18µM*
CCCc1cc(=O)oc2cc(OCC(=O)N3C[C@H]4C[C@@H](C3)c3cccc(=O)n3C4)ccc12 | -1% | · | -6%

Additional compounds.
Under each structure – DT40 TDP1 CPT	TDP1 inh	DT40 TDP1 no CPT
> COc1ccc(Br)cc1CN1CCN(C(=O)Cc2ccccc2)CC1
→ -21%	0%	-23%
> CC(=O)C1CCC2C3CCC4CC(O)CCC4(C)C3CCC12C (configuration not stated)
→ ?	·	?
> Cc1ccc(S(=O)(=O)N2CCCc3cc(NS(=O)(=O)c4cc(C)ccc4C)ccc32)cc1
→ ?	-6%	13µM*
> O=C(COc1ccc(Br)cc1)N1CCN(Cc2c[nH]c3ccccc23)CC1
→ 1.3µM*	-4%	2.3µM*
> Cn1cnc(CCN)c1
→ 6%	·	-15%
> CCCN(CCC)C(=O)Cc1c(-c2ccc(Cl)cc2)nc2ccc(Cl)cn12
→ -8%	·	?
> Fc1cccc(-c2ccc3c(c2)CN(c2cccc(Cl)c2)Cc2cnnn2-3)c1
→ ?	·	?
> Cc1ccc(S(=O)(=O)Oc2ccccc2C=C2C(=O)N(C)C(=O)N(C)C2=O)cc1
→ ?	-5%	?
> O=c1[nH]c(=O)n(-c2ccccc2Cl)c(O)c1C=NCCN1CCCCC1
→ -9%	4%	-10%
> COC(=O)C(O)(c1c[nH]c2ccccc12)C(F)(F)F (configuration not stated)
→ 0%	2%	-8%

Four entries from above, ordered by count of non-hydrogen atoms, smallest number first:
Under each structure – DT40 TDP1 CPT	TDP1 inh	DT40 TDP1 no CPT
> CC(=O)C1CCC2C3CCC4CC(O)CCC4(C)C3CCC12C (configuration not stated)
→ ?	·	?
> O=C(COc1ccc(Br)cc1)N1CCN(Cc2c[nH]c3ccccc23)CC1
→ 1.3µM*	-4%	2.3µM*
> Fc1cccc(-c2ccc3c(c2)CN(c2cccc(Cl)c2)Cc2cnnn2-3)c1
→ ?	·	?
> Cc1ccc(S(=O)(=O)Oc2ccccc2C=C2C(=O)N(C)C(=O)N(C)C2=O)cc1
→ ?	-5%	?

Of the compounds above, these contain two or more sulfur atoms.
Under each structure – DT40 TDP1 CPT	TDP1 inh	DT40 TDP1 no CPT
> CN(C)CCSC1c2ccccc2CSc2ccccc21 (configuration not stated)
→ ?	·	?
> CCS(=O)CCSP(=O)(OC)OC (configuration not stated)
→ 12%	10%	-5%
> Cc1sc2c(c1C)C(c1cccs1)=NCC(=O)N2CC(=O)NCc1cccs1
→ ?	-2%	?
> Cc1ccc(S(=O)(=O)N2CCCc3cc(NS(=O)(=O)c4cc(C)ccc4C)ccc32)cc1
→ ?	-6%	13µM*

(continued)
Under each structure – DT40 TDP1 CPT	TDP1 inh	DT40 TDP1 no CPT
> COC(=O)C(O)(c1ccc(NC(=O)c2ccco2)c(OC)c1)C(F)(F)F (configuration not stated)
→ -7%	5%	-18%
> O=[N+]([O-])c1ccc2nc(CCCc3nc4ccc([N+](=O)[O-])cc4[nH]3)[nH]c2c1
→ ?	-3%	?
> CCN(CC)c1ccc(C=C2C(=O)N(C)C(=S)N(C)C2=O)o1
→ 3%	-3%	?
> Cc1occc1C(=O)Nc1cccc(-c2nc(CNC(=O)c3cccc(C#CC(C)(C)O)c3)c(C)o2)c1
→ -4%[9.04 µM]	·	21µM*
> COc1cc(C(=O)Nc2ccc(Br)cc2C(=O)c2ccccc2)cc(OC)c1OC
→ -18%	0%	-26%
> CC[C@H]1CN2CCC1C[C@@H]2[C@H](O)c1ccnc2ccc(OC)cc12 (some centres not stated)
→ ?	·	?
> COc1ccc(OC(=O)N(C)C[C@@H]2OCc3cnnn3CCCC(=O)N([C@@H](C)CO)C[C@@H]2C)cc1
→ -3%	·	-25%
> COc1cc2c3cc1Oc1cc(ccc1O)C[C@@H]1c4c(cc(OC)c(O)c4Oc4cccc(c4)C[C@@H]3N(C)CC2)CC[N+]1(C)C
→ 4%	·	1%
> NCCc1ccc(S(N)(=O)=O)cc1
→ -6%	3%	17%
> N#C[C@H](O[C@@H]1O[C@H](CO[C@@H]2O[C@H](CO)[C@@H](O)[C@H](O)[C@H]2O)[C@@H](O)[C@H](O)[C@H]1O)c1ccccc1
→ -5%	-7%	17%
> O=Cc1cn(Cc2ccccc2F)c2ccccc12
→ 21µM*	5%	15µM*
> CCOc1ccc2[nH]c(=O)c(CN(CCO)C3(c4nnnn4C4CCCCC4)CCCCC3)cc2c1
→ ?	0%	?
> c1ccc(C2CC2)c(OCC2=NCCN2)c1
→ ?	-7%[56.1 µM]	?
> N#CC1c2ccccc2-n2nncc2CN1S(=O)(=O)c1ccccc1 (configuration not stated)
→ -2%	·	-1%
> Cc1ccccc1C(=O)Nc1ccc(C(=O)OCc2cc(=O)n3nc(C4CC4)sc3n2)cc1
→ 21µM*	-1%	?
> CCOc1cc2c(cc1OCC)-n1cccc1C(c1ccc(F)c(OC)c1)NC2 (configuration not stated)
→ ?	·	?

Compound activity: PubChem, National Center for Advancing Translational Sciences (NCATS)
